From PubChem
STEP inh: STEP (human) phosphatase inhibition | AID 588621 | P54829 | inhibition, % at 20 µM | 360,000 tested, 0.25% active | recombinant STEP, OMFP fluorogenic substrate, fluorescence;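 active means inhibition at 20 µM, scaled per plate between control wells, above about 37%, limit read from the data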;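 further: 0% = DMSO with enzyme and substrate and 100% = substrate only without enzyme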
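Material: STEP (striatal-enriched tyrosine phosphatase) enzyme, cell-free | Medium: 50 mM Bis-Tris pH 6.0 with 2.5 mM DTT and 0.005% Tween 20 | Read-out: Percent inhibition scaled to no-enzyme and uninhibited-enzyme controls, plate-pattern corrected | Signal: Fluorescence read at 480 nm ex / 540 nm em | Times: 20 min reaction, room temperature, in the dark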
Tb MetRS inh: Trypanosoma brucei MetRS inhibition | purified T. brucei MetRS, ATP depletion, Kinase-Glo luminescence | inhibition, % at 11.9 µM | 360,000 tested, 0.4% active | AID 624268;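 active means inhibition above a per-plate cutoff of the control wells' mean inhibition plus 3 SD, cut at about 5.5% in these data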;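 further: 0% = DMSO wells median and 100% = median of wells with control inhibitor compound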
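technique = Kinase-Glo luminescence, ATP depletion format | system = purified MetRS (methionyl-tRNA synthetase) enzyme from Trypanosoma brucei | timing = 15 min preincubation, 2 h reaction, all 25 °C | evaluation = percent inhibition versus plate control medians | dosing = single dose, 11.9 µM final nominal, 0.9% final DMSO | also added = substrates ATP, L-methionine and bulk Escherichia coli tRNA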
LMPTP block: LMPTP (human) inhibition; P24666; recombinant LMPTP-A, OMFP fluorogenic substrate, fluorescence intensity; inhibition, % at 20 µM; 360,000 tested, 0.22% active; AID 651560;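 active means compounds that cut the enzyme signal by at least half of the control window in the single-dose screen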;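 further: plate controls were DMSO wells with enzyme plus substrate for no effect and substrate without enzyme for full effect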
Target sequence (P24666 whole entry, looked up): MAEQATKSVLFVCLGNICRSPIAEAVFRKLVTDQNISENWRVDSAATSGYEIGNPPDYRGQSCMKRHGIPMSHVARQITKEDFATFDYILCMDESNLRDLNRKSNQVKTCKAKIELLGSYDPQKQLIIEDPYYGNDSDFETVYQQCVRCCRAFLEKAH
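Assay system: LMPTP-A, protein tyrosine phosphatase of low molecular weight / Medium: pH 6.0 Bis-Tris buffer with DTT and Triton X-100 / Schedule: 50 min enzyme reaction at room temperature, protected from light / Measured by: endpoint fluorescence intensity from OMFP dephosphorylation / Read-out basis: % inhibition relative to no-enzyme and uninhibited control wells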
SKN-1 inh: inhibitors of C. elegans SKN-1; C. elegans VP596 Pgst-4::GFP/RFP ratio, acrylamide-induced, 24 h; inhibition, % at 21.8 µM; 360,000 tested, 0.49% active;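 active means interference check ratio from 0.5 to 1.5 plus GFP to RFP signal ratio inhibition reaching or exceeding a fixed threshold, cut at about 30% in these data, passing the limit was not always enough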; further: some compounds called inactive have numbers as strong as hits
SUMO1-SIM PPI: alters human SUMO1 binding to SIM partners | P63165 | SUMO1 binding to a labelled peptide, TR-FRET, 1 h | inhibition, % at 20 µM | 360,000 tested, 0.33% active | AID 602429; in the data active means inhibition above about 37%
Neddyl block: cullin neddylation inhibition. P61081+Q13564. calls only at 25 µM. TR-FRET cullin neddylation, biochemical. 360,000 tested, 0.58% active; in the data active means inhibition above about 36%
NadD inh: inhibitors of Staphylococcus aureus NadD; purified NadD enzyme, colorimetric absorbance read-out; inhibition, % at 20 µM; 360,000 tested, 0.78% active; AID 602399; in the data active means inhibition above about 26%; further: some compounds past the cut are filed as inactive
CendR NRP1 mod: alters CendR peptide binding to human NRP-1. O14786. FAM-RPARPAR peptide binding to NRP-1, fluorescence polarization. inhibition, % at 25 µM. 360,000 tested, 0.85% active. AID 602438;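 active means inhibition or corrected inhibition above about 18%, plus a signal ratio from 0.5 to 1.5, limit read from the data, passing the limit was not always enough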; further: strong numbers were not always called active
Target sequence (O14786 whole entry, looked up): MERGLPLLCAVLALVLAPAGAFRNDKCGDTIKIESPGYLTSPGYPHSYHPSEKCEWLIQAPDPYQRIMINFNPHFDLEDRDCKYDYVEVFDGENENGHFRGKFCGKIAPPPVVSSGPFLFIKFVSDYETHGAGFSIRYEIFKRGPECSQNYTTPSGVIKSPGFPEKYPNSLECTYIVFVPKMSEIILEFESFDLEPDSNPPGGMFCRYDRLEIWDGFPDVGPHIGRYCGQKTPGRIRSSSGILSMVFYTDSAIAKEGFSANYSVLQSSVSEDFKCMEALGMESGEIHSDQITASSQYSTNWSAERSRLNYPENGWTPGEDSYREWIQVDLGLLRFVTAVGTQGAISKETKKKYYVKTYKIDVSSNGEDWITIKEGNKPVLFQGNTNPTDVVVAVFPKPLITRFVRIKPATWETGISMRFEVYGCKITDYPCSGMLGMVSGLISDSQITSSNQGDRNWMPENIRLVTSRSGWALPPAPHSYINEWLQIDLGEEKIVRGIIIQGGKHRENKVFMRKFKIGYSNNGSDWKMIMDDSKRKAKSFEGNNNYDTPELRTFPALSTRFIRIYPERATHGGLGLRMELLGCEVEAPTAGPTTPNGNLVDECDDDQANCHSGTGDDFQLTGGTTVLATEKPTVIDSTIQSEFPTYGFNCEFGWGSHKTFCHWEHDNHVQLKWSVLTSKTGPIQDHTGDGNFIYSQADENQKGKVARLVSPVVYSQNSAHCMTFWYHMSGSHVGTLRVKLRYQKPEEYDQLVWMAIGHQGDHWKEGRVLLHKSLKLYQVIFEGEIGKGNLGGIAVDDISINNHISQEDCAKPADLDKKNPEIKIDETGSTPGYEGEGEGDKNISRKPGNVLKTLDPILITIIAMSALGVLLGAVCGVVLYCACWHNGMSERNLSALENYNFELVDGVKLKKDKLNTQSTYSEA
Scp-1 inhibitor: Scp-1 (human) phosphatase inhibition; Recombinant Scp1, phosphopeptide, malachite green phosphate absorbance; inhibition, % at 20 µM; 340,000 tested, 0.88% active;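 active means inhibition above about 50% at 20 µM, limit read from the data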;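 further: plate controls were DMSO wells with enzyme for no effect and wells lacking enzyme for full effect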
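Test system: SCP-1 phosphatase catalytic domain, residues 76-261 | Compound dosing: One concentration, 20 µM, with 1.0% DMSO | Schedule: 45 min room-temperature reaction, 5 min colour, 30 min stabiliser | Detection: Absorbance at 630 nm | Read-out basis: % inhibition of SCP-1 phosphate liberation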
DNMT1 block: inhibitors of human DNMT1; P26358; DNMT1 molecular beacon, Hinp1I cleavage, fluorescence; inhibition (reported as % activation of signal), % at 10 µM; 360,000 tested, 0.83% active; AID 588458; in the data active means inhibition above about 50%
Starred values were filed as active, the others as inactive.

Results for COc1cccc(CCC(=O)N(C)C2CCCN(Cc3ccccc3F)C2)c1 (centres undefined) ?
STEP inh: -1.2; Tb MetRS inh: 0.0; LMPTP block: -1.1; SKN-1 inh: 5.4; SUMO1-SIM PPI: -6.8; Neddyl block: inactive; NadD inh: -2.9; CendR NRP1 mod: 11.5; Scp-1 inhibitor: 1.3; DNMT1 block: 0.4

What do the screens show for `Nc1nnc(SCc2c(F)cccc2Cl)s1`?
STEP inh: -0.2; Tb MetRS inh: -0.8; LMPTP block: -0.8; SKN-1 inh: -15.6; SUMO1-SIM PPI: 2.5; Neddyl block: inactive; NadD inh: -1.0; CendR NRP1 mod: 10.3; Scp-1 inhibitor: -3.6; DNMT1 block: -1.9

Results for COc1ccc(CCCC(=O)N/N=C/c2cccc(OC)c2O)cc1C ?
STEP inh: 0.6; Tb MetRS inh: 0.6; LMPTP block: -0.9; SKN-1 inh: -7.6; SUMO1-SIM PPI: -0.4; Neddyl block: inactive; NadD inh: -5.0; CendR NRP1 mod: 6.2; Scp-1 inhibitor: -2.0; DNMT1 block: -2.7

Results for COc1cccc2sc(N(CCCN(C)C)C(=O)CCS(=O)(=O)c3ccccc3)nc12 ?
STEP inh: -1.5; Tb MetRS inh: -0.6; LMPTP block: -1.2; SKN-1 inh: -0.7; SUMO1-SIM PPI: -0.7; Neddyl block: inactive; NadD inh: -4.9; CendR NRP1 mod: 5.5; Scp-1 inhibitor: 8.6; DNMT1 block: 3.9

What do the screens show for `COc1cc(/C=C/C(=O)OCC(=O)c2ccc[nH]2)cc(OC)c1OC`?
STEP inh: 13.7; Tb MetRS inh: -0.2; LMPTP block: 3.9; SKN-1 inh: -13.7; SUMO1-SIM PPI: -7.4; Neddyl block: inactive; NadD inh: 0.2; CendR NRP1 mod: -17.1; Scp-1 inhibitor: 12.6; DNMT1 block: -2.4

Results for Cc1c(NS(=O)(=O)c2ccc(N(C)C3CCCCC3)c([N+](=O)[O-])c2)c(=O)n(-c2ccccc2)n1C ?
STEP inh: 1.8; Tb MetRS inh: 0.1; LMPTP block: 0.1; SKN-1 inh: -0.3; SUMO1-SIM PPI: -16.3; Neddyl block: inactive; NadD inh: 8.4; CendR NRP1 mod: 4.8; Scp-1 inhibitor: -1.3; DNMT1 block: 0.0

Results for COC(=O)c1cc(NC(=O)CC2Oc3ccccc3NC2=O)cc(C(=O)OC)c1 (centres undefined) ?
STEP inh: -0.9; Tb MetRS inh: -1.1; LMPTP block: -0.8; SKN-1 inh: -4.7; SUMO1-SIM PPI: 3.2; Neddyl block: inactive; NadD inh: -2.3; CendR NRP1 mod: 2.9; Scp-1 inhibitor: -9.0; DNMT1 block: 1.9

What do the screens show for `Cc1ccc(N(CC(=O)NC2CCCCC2)C(=O)CCCC(=O)Nc2ccccn2)cc1`?
STEP inh: -1.6; Tb MetRS inh: -0.3; LMPTP block: 0.2; SKN-1 inh: 18.3; SUMO1-SIM PPI: 0.9; Neddyl block: inactive; NadD inh: 1.7; CendR NRP1 mod: 6.6; Scp-1 inhibitor: -4.9; DNMT1 block: -1.5

What do the screens show for `COc1cc(OC)c(OC)cc1/C=N/n1c(C)nc2ccccc2c1=O`?
STEP inh: 0.4; Tb MetRS inh: 2.3; LMPTP block: 1.1; SKN-1 inh: -3.2; SUMO1-SIM PPI: -4.7; Neddyl block: inactive; NadD inh: 3.6; CendR NRP1 mod: 2.9; Scp-1 inhibitor: -2.8; DNMT1 block: 5.2

Results for Cc1ccc(NC(=O)CCC(=O)N/N=C/c2ccc(O)cc2O)cc1 ?
STEP inh: -0.6; Tb MetRS inh: 0.2; LMPTP block: -2.2; SKN-1 inh: 2.8; SUMO1-SIM PPI: -2.8; Neddyl block: inactive; NadD inh: -3.8; CendR NRP1 mod: -8.0; Scp-1 inhibitor: -1.6; DNMT1 block: 1.2

Random excerpt: two entries already listed
Results for Cc1ccc(NC(=O)CCC(=O)N/N=C/c2ccc(O)cc2O)cc1 ?
STEP inh: -0.6; Tb MetRS inh: 0.2; LMPTP block: -2.2; SKN-1 inh: 2.8; SUMO1-SIM PPI: -2.8; Neddyl block: inactive; NadD inh: -3.8; CendR NRP1 mod: -8.0; Scp-1 inhibitor: -1.6; DNMT1 block: 1.2

Results for COc1cccc2sc(N(CCCN(C)C)C(=O)CCS(=O)(=O)c3ccccc3)nc12 ?
STEP inh: -1.5; Tb MetRS inh: -0.6; LMPTP block: -1.2; SKN-1 inh: -0.7; SUMO1-SIM PPI: -0.7; Neddyl block: inactive; NadD inh: -4.9; CendR NRP1 mod: 5.5; Scp-1 inhibitor: 8.6; DNMT1 block: 3.9

(more compounds)
What do the screens show for `O=C(O)CN1C(=O)/C(=C/c2ccc(SCc3ccccc3)o2)SC1=S`?
STEP inh: 12.0; Tb MetRS inh: -0.1; LMPTP block: 8.7; SKN-1 inh: -20.5; SUMO1-SIM PPI: 3.7; Neddyl block: inactive; NadD inh: 12.7; CendR NRP1 mod: -163.3; Scp-1 inhibitor: 58.8*; DNMT1 block: 76.0*

How did CSc1nc2ccc(NC(=O)NC(=O)c3c(F)cccc3F)cc2s1 do in these assays?
STEP inh: -1.2; Tb MetRS inh: -0.2; LMPTP block: 1.7; SKN-1 inh: 0.2; SUMO1-SIM PPI: 3.1; Neddyl block: inactive; NadD inh: -3.2; CendR NRP1 mod: 2.5; Scp-1 inhibitor: -7.3; DNMT1 block: 0.4

What do the screens show for `COc1ccc(NC(=S)N(CCCN2CCOCC2)C(C)c2cc3cccc(OC)c3o2)cc1` (centres undefined)?
STEP inh: 12.4; Tb MetRS inh: -0.6; LMPTP block: 0.4; SKN-1 inh: 0.7; SUMO1-SIM PPI: 1.0; Neddyl block: inactive; NadD inh: -1.9; CendR NRP1 mod: 6.8; Scp-1 inhibitor: -12.6; DNMT1 block: -1.3

What do the screens show for `COc1ccc2c(CC(=O)N3CCc4cc(OC)c(OC)cc4C3)coc2c1`?
STEP inh: 2.2; Tb MetRS inh: -0.3; LMPTP block: 1.1; SKN-1 inh: 8.0; SUMO1-SIM PPI: 4.6; Neddyl block: inactive; NadD inh: -3.2; CendR NRP1 mod: -7.7; Scp-1 inhibitor: -7.5; DNMT1 block: -6.1

What do the screens show for `CCc1nc(SCC(=O)Nc2ccc(N(C)C)cc2)c2ccccc2n1`?
STEP inh: 0.1; Tb MetRS inh: -1.1; LMPTP block: 1.6; SKN-1 inh: -4.3; SUMO1-SIM PPI: -2.7; Neddyl block: inactive; NadD inh: -4.8; CendR NRP1 mod: 4.3; Scp-1 inhibitor: -12.6; DNMT1 block: -7.1

How did COc1ccc2c(c1)NC1(O)c3ccccc3C(=O)C21O (centres undefined) do in these assays?
STEP inh: 1.5; Tb MetRS inh: 0.0; LMPTP block: -0.6; SKN-1 inh: 9.2; SUMO1-SIM PPI: -5.2; Neddyl block: inactive; NadD inh: 8.7; CendR NRP1 mod: -8.0; Scp-1 inhibitor: -8.0; DNMT1 block: 5.5

What do the screens show for `O=C(O)c1cnc(-c2ccccc2)nc1Oc1ccc(Cl)cc1`?
STEP inh: -2.2; Tb MetRS inh: -0.1; LMPTP block: -1.5; SKN-1 inh: 0.1; SUMO1-SIM PPI: 2.0; Neddyl block: inactive; NadD inh: -1.1; CendR NRP1 mod: 10.1; Scp-1 inhibitor: -11.0; DNMT1 block: 4.1

Results for Cc1cccc(-c2nc3c(c(SCC(=O)N4CCOCC4)n2)CCCC3)c1 ?
STEP inh: 1.2; Tb MetRS inh: -0.8; LMPTP block: -0.7; SKN-1 inh: 37.9*; SUMO1-SIM PPI: -3.7; Neddyl block: inactive; NadD inh: 1.6; CendR NRP1 mod: -3.8; Scp-1 inhibitor: 1.0; DNMT1 block: 1.4

Results for COc1ccc(Br)cc1-c1noc(-c2ccncc2)n1 ?
STEP inh: -3.4; Tb MetRS inh: -1.6; LMPTP block: -0.6; SKN-1 inh: -9.9; SUMO1-SIM PPI: -1.0; Neddyl block: inactive; NadD inh: 2.0; CendR NRP1 mod: 2.1; Scp-1 inhibitor: -6.7; DNMT1 block: 7.7

How did COc1ccc(-c2nn(-c3ccccc3)cc2/C=C/C(=O)N2CCOCC2)cc1OC do in these assays?
STEP inh: 2.5; Tb MetRS inh: 0.3; LMPTP block: 2.1; SKN-1 inh: 1.3; SUMO1-SIM PPI: -18.8; Neddyl block: inactive; NadD inh: -0.5; CendR NRP1 mod: 6.9; Scp-1 inhibitor: -12.3; DNMT1 block: -3.5

Results for O=[N+]([O-])c1ccc(S(=O)(=O)c2ccccc2)nc1 ?
STEP inh: -1.8; Tb MetRS inh: -0.4; LMPTP block: -3.1; SKN-1 inh: -2.0; SUMO1-SIM PPI: -29.3; Neddyl block: inactive; NadD inh: -2.9; CendR NRP1 mod: -3.9; Scp-1 inhibitor: -9.8; DNMT1 block: 5.6

How did N#CC1(C(N)=O)OC12CCS(=O)(=O)c1ccccc12 (centres undefined) do in these assays?
STEP inh: -3.8; Tb MetRS inh: 0.0; LMPTP block: -1.8; SKN-1 inh: 16.1; SUMO1-SIM PPI: -6.5; Neddyl block: inactive; NadD inh: -6.6; CendR NRP1 mod: -3.4; Scp-1 inhibitor: -4.7; DNMT1 block: 7.2

What do the screens show for `Cc1cccc(-c2nnc(NC(=O)c3cccs3)s2)c1`?
STEP inh: -1.9; Tb MetRS inh: 0.5; LMPTP block: -2.0; SKN-1 inh: 4.9; SUMO1-SIM PPI: 2.8; Neddyl block: inactive; NadD inh: 0.7; CendR NRP1 mod: -6.3; Scp-1 inhibitor: -6.5; DNMT1 block: 19.9

What do the screens show for `Cc1ccccc1N1C(=O)c2ccccc2C1O` (centres undefined)?
STEP inh: 0.8; Tb MetRS inh: -0.9; LMPTP block: -1.8; SKN-1 inh: 10.2; SUMO1-SIM PPI: 0.9; Neddyl block: inactive; NadD inh: -5.3; CendR NRP1 mod: 3.5; Scp-1 inhibitor: -3.7; DNMT1 block: -0.8

What do the screens show for `COC(=O)C1CCN(C(=O)COC(=O)c2ccc(OC)c(S(=O)(=O)N3CCCc4ccccc43)c2)CC1`?
STEP inh: 1.1; Tb MetRS inh: -1.0; LMPTP block: -0.5; SKN-1 inh: -2.4; SUMO1-SIM PPI: 6.3; Neddyl block: inactive; NadD inh: 4.1; CendR NRP1 mod: -1.3; Scp-1 inhibitor: -0.8; DNMT1 block: 3.4

How did O=C(CNCc1ccccc1)NC1C2CC3CC(C2)CC1C3 (centres undefined) do in these assays?
STEP inh: 1.0; Tb MetRS inh: -0.8; LMPTP block: -1.1; SKN-1 inh: 8.0; SUMO1-SIM PPI: -1.1; Neddyl block: inactive; NadD inh: -10.8; CendR NRP1 mod: 7.4; Scp-1 inhibitor: 31.8; DNMT1 block: 1.5

This is a random part of the collection (roughly 4.6% active in at least one column).
